D2 antagonist: antagonizes the human D2 dopamine receptor. HEK293 TREx D2 cells, calcium flux, dopamine EC80. hit rate 2% among 340,000. P14416. inhibition, % at 10 µM; in the data active means inhibition above about 30%; further: 0% is about no effect
Target sequence (P14416 whole entry, looked up): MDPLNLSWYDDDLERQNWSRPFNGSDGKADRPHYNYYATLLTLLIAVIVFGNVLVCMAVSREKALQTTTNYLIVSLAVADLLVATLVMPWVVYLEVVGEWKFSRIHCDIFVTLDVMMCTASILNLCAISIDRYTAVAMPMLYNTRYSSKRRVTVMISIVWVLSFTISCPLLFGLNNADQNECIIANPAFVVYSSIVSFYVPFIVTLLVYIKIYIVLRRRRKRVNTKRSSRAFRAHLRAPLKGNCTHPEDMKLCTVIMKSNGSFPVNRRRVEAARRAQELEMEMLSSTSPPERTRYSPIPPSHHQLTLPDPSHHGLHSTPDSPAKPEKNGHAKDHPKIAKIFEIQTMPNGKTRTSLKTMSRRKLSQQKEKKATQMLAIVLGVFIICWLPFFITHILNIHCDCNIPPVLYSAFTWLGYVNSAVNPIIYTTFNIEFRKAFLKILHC
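Measurement of antagonist activity uses fluorescent calcium dye in inducible HEK293 T-REx D2 cells: 10 s baseline, compound addition with 180 s read, EC80 dopamine addition with a further 180 s read.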
LDHA inh: inhibitors of human lactate dehydrogenase A; purified LDHA, NADH/diaphorase-resazurin fluorescence; active compounds read low; activity change, % (values are at about 110 or 230 µM); hit rate 0.15% among 480,000; AID 1347041; in the data active means activity change below about -30%; inconclusive means mostly about -25% to -30%;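 further: plate controls were DMSO wells for no effect and wells without enzyme for full effect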
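Remaining NADH was detected by diaphorase (0.133 mg/mL) converting 37 µM resazurin to fluorescent resorufin, read at 0 and 20 minutes. The preceding 5-minute room-temperature reaction used 2 nM LDHA, 0.2 mM sodium pyruvate and 0.06 mM NADH at pH 7.4.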
RGS4 inh: blocks human RGS4-accelerated GTP hydrolysis; Transcreener GDP fluorescence polarization, RGS4-accelerated GTP hydrolysis; hit rate 0.039% among 390,000; Potency, µM (series often up to 114 µM), for inactives: top-dose activity change, negative = inhibition, hits mostly inhibitors; further: potency means the concentration at half of the fitted maximal effect; on the % scale 0 is the no-effect control and ±100 the full control effect; nearly all actives have a fitted effect of over 75% in size; some results filed as inactive show a strong effect at the top dose
Target sequence (P49798 whole entry, looked up): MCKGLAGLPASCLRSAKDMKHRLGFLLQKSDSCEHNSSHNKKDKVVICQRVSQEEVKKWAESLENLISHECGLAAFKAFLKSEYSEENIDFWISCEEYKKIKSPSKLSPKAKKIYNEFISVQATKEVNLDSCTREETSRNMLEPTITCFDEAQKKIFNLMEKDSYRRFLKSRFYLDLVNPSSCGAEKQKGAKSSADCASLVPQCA
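MLSMR compounds (23 nl, pin-transferred) preincubated 10 min at room temperature with a 500nM (2x) first reagent, then RGS4 at 900nM (2x) plus Transcreener GDP mix added; fluorescence polarization (620/688 nm) read before and after 90 min at 30 °C.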
ALOX12 inh: inhibitors of human 12S-lipoxygenase ALOX12; P18054; purified 12hLO, xylenol orange hydroperoxide absorbance; Potency, µM (top dose mostly 108 µM), inactives show at the highest dose activity change, negative = inhibition, most hits filed as inhibitors; hit rate 1.1% among 580,000; AID 1671190; further: potency means the concentration at half of the fitted maximal effect; on the % scale 0 is the no-effect control and ±100 the full control effect
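Hydroperoxide product was detected by ferrous iron/xylenol orange as the 573 to 405 nm absorbance ratio. Arachidonic acid at 40 uM (final) was turned over for 30 min at room temperature by 150 nM human 12hLO, pH 7.0 Hepes buffer, after 15 min compound preincubation.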
Glioma ERSR ind: inducers of ER stress response in human glioma cells. U87-MG GRP78 promoter luciferase reporter, 16 h. Potency, µM, without a hit: top-dose activation, usual class: activators. hit rate 0.02% among 420,000. AID 602332; further: potency means the concentration at half of the fitted maximal effect; series mostly up to about 76 µM; % of control where 0% means no effect; nearly all actives have a fitted effect of over 35% in size
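ERSR induction read as luciferase luminescence (Bright-Glo, 10 min at room temperature) in stably transfected human U87-MG glioma cells exposed to compounds for 16 h, using GRP78 as sensor.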
ERG-DNA inh: ERG Ets/DNA interaction inhibition | P11308 | fluorescence polarization, His-ERG Ets domain / labelled DNA | Potency, µM (titrated, usually from 76.9 µM), without a hit: at the highest dose FP activity, negative = inhibition, hits mostly inhibitors | hit rate 0.028% among 370,000; active means well fitted inhibition curve with a large enough effect in the polarisation, with a control signal flat; inconclusive means small, poorly fitted or top-dose-only effect, or effect the other way, or a change in a side signal; inactive means no such curve, though single readings can be large or run the other way; the % refers to the polarisation;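 further: polarization taken with two DNA probes labelled with fluorescein and Texas red; potency means the concentration at half of the fitted maximal effect; % of control where 0% means no effect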
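His-tagged ERG Ets domain (1 uM in the protein solution; 300mM KCl, 50mM Tris-HCl, 1mM EDTA, 1mM DTT, pH 7.5) received compound, then a probe mix of 5 nM fluorescein-DNA and 100nM Texas-615-DNA. Fluorescence polarization was read for both dyes.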
Vif-A3F inh: inhibitors of Vif-A3F interaction | HeLa A3F-eYFP + Vif (tagged APOBEC3F with the HIV-1 protein that degrades it), YFP fluorescence increase | Potency, µM (series often up to 46.1 µM), without a hit: at the highest dose activity, negative = active | hit rate 0.2% among 390,000; further: potency means the concentration at half of the fitted maximal effect; % of control where 0% means no effect; nearly all actives have a fitted effect of over 65% in size
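HeLa cells stably expressing A3F-eYFP plus Vif, plated and incubated overnight at 37 deg C, then exposed to compounds overnight at 37 deg C. Blocked degradation read as raised yellow fluorescence (Ex 488/Em 500-530).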
D2 ag: D2 dopamine receptor (human) agonism; activation, % at 2 µM; hit rate 0.53% among 340,000; P14416; AID 485358; HEK293 T-REx D2 cells, calcium flux agonist mode;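 active means activation over 3 SD above normal in the single-dose calcium agonist read, cut at about 30% in these data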; further: 0% is about no effect
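HEK293 Trex D2 cells, tetracycline-induced, o/n 30 C 5% CO2; no-wash Ca dye, RT 30–90 min; 10-cycle baseline, 23 nl cpd added, kinetic Ca read 180 s; agonist hits = positive Ca response.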
Vif-A3G inh: blocks the Vif interaction with human APOBEC3G | Potency, µM (highest dose often 46.1 µM), without a hit: top-dose activity, negative = active, usual class: inhibitors | hit rate 0.076% among 410,000 | Q9HC16 | AID 602310 | HeLa A3G-eYFP + Vif (tagged APOBEC3G with the HIV-1 protein that degrades it), YFP fluorescence, overnight;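 further: potency means the concentration at half of the fitted maximal effect; on the % scale 0 is the no-effect control and ±100 the full control effect; nearly all actives have a fitted effect of over 60% in size; hits raise eYFP signal because A3G escapes Vif-driven loss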
Target sequence (Q9HC16 whole entry, looked up): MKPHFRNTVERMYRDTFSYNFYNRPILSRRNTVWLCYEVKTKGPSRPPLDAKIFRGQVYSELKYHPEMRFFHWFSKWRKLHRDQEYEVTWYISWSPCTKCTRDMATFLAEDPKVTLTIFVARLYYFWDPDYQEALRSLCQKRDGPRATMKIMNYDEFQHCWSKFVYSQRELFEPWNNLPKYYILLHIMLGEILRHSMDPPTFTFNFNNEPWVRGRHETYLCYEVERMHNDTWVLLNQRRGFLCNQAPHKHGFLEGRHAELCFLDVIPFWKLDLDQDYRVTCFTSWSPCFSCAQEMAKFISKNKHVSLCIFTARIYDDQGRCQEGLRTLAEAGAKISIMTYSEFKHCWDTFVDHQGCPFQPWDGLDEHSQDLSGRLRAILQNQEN
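HeLa cells stably expressing Vif and C-terminally eYFP-tagged A3G, seeded overnight at 37 deg C, then exposed to compound by pintool overnight at 37 deg C. Rise in yellow fluorescence (Ex 488/Em 500-530, Acumen) marks blocked Vif-driven A3G degradation.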
* marks the source's active call; other numbers are inactive results; u = inconclusive; x = not tested or not shown; & = joins results of further samples; [ ] = dose if it differs, or a comment. Unless noted, the call rests on the fitted dose curve; in most records, active means well fitted curve in the direction sought with a large enough effect; inconclusive means small, poorly fitted or top-dose-only effect, or another doubt; inactive means no such curve, though single readings can be large; an effect the other way counts as inactive or inconclusive. This is a subset (hit frequency here may not be typical).

Screens in order: D2 antagonist | LDHA inh | RGS4 inh | ALOX12 inh | Glioma ERSR ind | ERG-DNA inh | Vif-A3F inh | D2 ag | Vif-A3G inh
Nc1ccc(Sc2ccccc2)nc1
    x | -6 | -4% | 0% | 8% | 0% | 1% | x | -2%
COc1cccc(NC(=O)CSC2=Nc3ccccc3C3=NC(CC(=O)NCc4cccs4)C(=O)N23)c1 (stereo not drawn)
    x | -3 | 2% | -20% | -3% | 2% | -1% | 0.5 | -3%
CN(c1ccc(F)cc1)S(=O)(=O)c1ccc(Cl)c(C(=O)Nc2ccc3c(c2)CCC3)c1
    -4 | -4 | -23% | -10% | -7% | -7% | 2% | 1.4 | 0%
O=C(Nc1ccc(-n2nncc2-c2ccco2)cc1)c1cccc(F)c1
    42* | -8 | -4% | -1% | 3% | -4% | -5% | 0.2 | -2%
Cc1cccc(NC(=O)CSc2n[nH]c(-c3cccnc3)n2)c1
    -13 | -1 | 5% | -25% | -2% | 10% | -9% | 0.3 | 3%
CCOC(=O)c1c(C)oc2ccc(OS(C)(=O)=O)cc12
    -1 | 0 | -8% | -12% | -1% | 2% | 2% | 1.0 | -1%
CCOC(=O)Cn1c(=NC(=O)C2CC2)sc2c(C)cc(C)cc21
    18 | 0 | 8% | -13% | -3% | 19% | 0% | -0.5 | 2%
O=C(c1ccncc1)c1ccc([N+](=O)[O-])cc1
    -2 | -3 | 1% | -8% | -2% | -3% | -1% | 1.0 | 1%
COC(=O)C1CCN(C(=O)c2cc(-c3ccco3)nc3ccccc23)CC1
    x | 0 | u | u | -4% | -10% | -1% | x | 0%
Cc1cc(CN(C)C(=O)c2cc(COc3ccc(C)c(C)c3)on2)n[nH]1
    -3 | -1 | -33% | -12% | 1% | 5% | 1% | 0.7 | 3%
CCN(CC)CCCn1c(=S)[nH]c2cc(OC)c(OC)cc2c1=O
    25 | 4 | -20% | -22% | -5% | -15% | -4% | -1.2 | -1%
CCCOc1ccc(C(=O)CCNc2cccc(Cl)c2)cc1
    x | -10 | -2% | 4% | 8% | -5% | 1% | x | -3%
COc1cc(OC)c(/C=N/NC(=O)c2ccc([N+](=O)[O-])cc2)cc1Br
    1 | -11 | -21% | 25% | -2% | -8% | -4% | -0.3 | -1%
COc1cc2nc(CC(C)C)n(NC(=O)c3ccccc3)c(=O)c2cc1OC
    -8 | -1 | -17% | u | -4% | 0% | 0% | -1.0 | 2%
CCc1ccc(OCCNC(=O)c2ccccc2SCc2ccc(F)cc2)cc1
    11 | 1 | u | -16% | -5% | 5% | 0% | 0.1 | -2%

The final two records of the section before are carried over, then new ones follow.
Screens in order: D2 antagonist | LDHA inh | RGS4 inh | ALOX12 inh | Glioma ERSR ind | ERG-DNA inh | Vif-A3F inh | D2 ag | Vif-A3G inh
COc1cc2nc(CC(C)C)n(NC(=O)c3ccccc3)c(=O)c2cc1OC
    -8 | -1 | -17% | u | -4% | 0% | 0% | -1.0 | 2%
CCc1ccc(OCCNC(=O)c2ccccc2SCc2ccc(F)cc2)cc1
    11 | 1 | u | -16% | -5% | 5% | 0% | 0.1 | -2%
CC(C)(C)OC(=O)C[C@@H]1C/C=C\C[C@@H](CC(=O)NCCO)C(=O)N[C@H](C(C)(C)C)COC1=O
    x | 0 | -7% | -8% | -5% | 9% | 0% | x | -3%
COc1ccc(-c2noc(N(c3ccc(F)c(Cl)c3)c3nc(-c4ccc(OC)c(OC)c4)no3)n2)cc1OC
    x | 2 | 23% | -13% | -2% | -3% | -11% | 0.5 | 6%
CCOc1cc(/C=C/c2nc3cc(C)c(C)cc3s2)ccc1OCC(=O)N1CCOCC1
    3 | -3 | -12% | -19% | 4% | -2% | -8% | -0.4 | -4%
O=C(NCC(c1ccco1)N1CCc2ccccc21)c1ccccc1 (stereo not drawn)
    13 | 0 | -9% | u | -2% | 7% | 0% | -0.9 | 0%
COc1ccc(NC(=O)CC2C(=O)N(c3ccccc3)C(=O)N2Cc2ccco2)cc1 (stereo not drawn)
    12 | -7 | 20% | -13% | 0% | 10% | -5% | 0.4 | 0%
COc1ccc(-c2nnc(-c3ccc(N)cc3)o2)cc1
    -4 | -5 | 9% | -15% | -5% | -1% | 2% | -0.6 | 0%
CCCNc1cc(=O)n(C)c(=O)n1C
    21 | -6 | -3% | -7% | -5% | 2% | -6% | 0.5 | -5%
CCC(NC(=O)C1(C)CC1(Br)Br)c1ccc(C)cc1 (stereo not drawn)
    -14 | -3 | 20% | 0% | -1% | 0% | 2% | -0.2 | -2%
Cc1ccc(-n2c(-c3ccncc3)nnc2-c2ccco2)cc1
    15 | -8 | 12% | 21% | 0% | -16% | 8% | 0.2 | -8%
CSc1nc(C(=O)N2CCc3c([nH]c4ccccc34)C2c2ccccn2)cs1 (stereo not drawn)
    5 | 4 | -47% | -1% | -1% | -2% | 2% | -3.5 | 0%
Cc1c(NS(=O)(=O)c2cc(C(=O)N3CCCC(C)C3)ccc2Cl)c(=O)n(-c2ccccc2)n1C (stereo not drawn)
    x | -6 | -8% | 8% | -1% | 2% | -6% | x | 0%
Cc1c(C(=O)O)oc2ccc(S(=O)(=O)NCc3ccc4c(c3)OCO4)cc12
    0 | 3 | -8% | -13% | -6% | 1% | 1% | -0.3 | 1%
COc1c(C)cc(C(O)c2ncc(-c3cccc(F)c3)[nH]2)cc1C (stereo not drawn)
    x | -7 | x | -9% | -3% | x | x | x | -9%
CCOc1ccc(-c2c(C)nn3c(C)c(C(=O)NCc4cccc(OC)c4)cnc23)cc1OCC
    x | -8 | -4% | -20% | x | 0% | x | 2.0 | x
O=C(NCC(=O)N1CCC(N2CCCCC2)CC1)C1CCCCC1
    -2 | -3 | 7% | -5% | -3% | -3% | -1% | -2.2 | 0%
O=C(CN1CCN(S(=O)(=O)c2ccccc2F)CC1)Nc1ccnn1C1CCCC1
    -21 | -1 | 10% | 29% | -6% | 9% | 8% | -0.1 | 5%
O=C(CSc1nnnn1C1CC1)N1CCN(Cc2ccccc2F)CC1
    18 | -1 | -7% | 388%[activator] | -1% | 10% | 2% | 0.1 | 9%
COc1ccc(OC)c(/C=N/NC(=O)CSc2nnc(C)n2-c2ccccc2)c1
    18 | 1 | 19% | -6% | -2% | 0% | 7% | 0.2 | -5%
COc1ccccc1NCC(=O)NNCC(=O)Nc1ccc(F)c(Cl)c1
    7 | -2 | 4% | 2% | 0% | 7% | 3% | -0.2 | 1%
COc1cc(/C=N/NC(=O)c2ccc3c(c2)OCCO3)cc(Br)c1O
    8 | 0 | -10% | 11%[57.4 µM] | 1% | 13% | 2% | -0.7 | -11%
Cc1cc(OCC(=O)NCCCn2ccnc2)c2c(C)cc(=O)oc2c1
    17 | -1&-2 | 12% | 5%&-20% | 0% | 3% | 5% | 0.6 | -7%
O=C(NCc1ccc(F)cc1)c1cc(C2CCCCN2S(=O)(=O)Cc2ccccc2)on1 (stereo not drawn)
    x | -5 | x | 11% | 2% | x | x | x | 5%
CCOC(=O)c1c(C)oc2nc(C)nc(NCCc3ccc(Cl)cc3)c12
    x | -8 | -5% | -17% | -2% | 4% | 0% | -0.3 | 1%
CC(NC(=O)COC(=O)c1cccc(S(=O)(=O)N2CCCC2)c1)c1ccccc1 (stereo not drawn)
    x | -12 | 23% | 6% | -2% | 5% | -1% | x | -5%
CCCCS(=O)(=O)Nc1ccc(Cc2ccncc2)cc1
    -17 | 7 | -13% | -2% | -3% | -7% | -10% | -0.2 | 2%
CCN(CC)C1CCS(=O)(=O)C1 (stereo not drawn)
    -21 | -7 | 8% | 0% | -2% | 19% | 2% | -0.4 | 4%
CCOC(=O)c1cccc(NC(=O)CSc2nc3ccccc3c(=O)n2CC)c1
    -19 | -11 | 10% | 4% | -2% | 0% | -7% | -6.0 | 0%
Cc1ccsc1C1NC(=O)c2c(sc3c2CCCC3)N1 (stereo not drawn)
    1 | 13 | u | x | 4% | -8% | -1% | 0.2 | 0%
COCCNC(=O)c1ccc2c(c1)nc(C)n2-c1cc(OC)c(OC)c(OC)c1
    7 | -2 | -1% | x | -4% | -8% | 0% | -0.5 | 0%
COC(=O)c1sccc1NC(=O)Nc1ccccc1Cl
    x | 1 | 16% | -10% | -5% | -8% | 1% | x | 2%
Cc1nn(C)cc1S(=O)(=O)Nc1ccc(F)c(F)c1
    -17 | -2 | 4% | 3% | 3% | -10% | 6% | -0.6 | 2%
CCCn1nc(C(=O)NNC(=O)Cc2ccc(S(=O)(=O)N3CCOCC3)s2)c2ccccc2c1=O
    -5 | 0 | 12% | -7% | -2% | 7% | -6% | -0.7 | 0%
COc1ccccc1C(=O)N1C(CC(=O)Nc2ccccc2C)C(=O)NC2CCCCC21 (stereo not drawn)
    14 | -3 | -4% | -3% | -1% | -6% | -3% | -0.6 | -3%
COCCNC(=O)C1(C)CCN(C(=O)c2ccc3sccc3c2)C1 (stereo not drawn)
    x | -2 | x | -3% | 2% | x | x | x | 2%
CC1=Nn2c(nnc2-c2ccccc2)SC1
    3 | -1 | -14% | 0% | -1% | 3% | -6% | 0.0 | 2%
COc1ccc(OC)c(NC(=O)N2CCCC(CNS(=O)(=O)c3cccs3)C2)c1 (stereo not drawn)
    -6 | 6 | 10% | -2% | -3% | 6% | 15% | -1.1 | -2%
CC(C)C(C(=O)NCc1ccco1)N(C(=O)CNS(=O)(=O)c1ccc(Cl)cc1)C1CCCC1 (stereo not drawn)
    4 | -3 | -38% | 24% | -3% | -6% | 0% | 0.7 | -2%

Compound activity as filed in PubChem.
